From PubChem
LYP inhibition = inhibition of human PTPN22 tyrosine phosphatase – biochemical, DiFMUP fluorescence, recombinant catalytic domain, 10 µM, primary screen (AID 606) | recombinant LYP catalytic domain, DiFMUP fluorescence; higher % means a stronger effect | inhibition, % at 10 µM, or IC50 in µM where a hit was titrated | 52,000 tested, under 10 active;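 active means IC50 under 40 µM in the dose-response test; inactive means IC50 of 40 µM or more, or never dose-tested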
PMK inhibit = blocks S. pneumoniae phosphomevalonate kinase; purified PMK, PK/LDH-coupled NADH absorbance 340 nm; 65,000 tested, 0.49% active; inhibition, % at 10 µM;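 active means top-ranked compounds by inhibition in the single 10 µM screen, taking a fixed number of the strongest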;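 further: 0% = full reaction with DMSO carrier and 100% = background rate without enzyme reaction; no value below 0 was filed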
HPDE-C7 cytotoxicity = cytotoxicity in HPDE-C7 cells, cell-based, fluorescence, HTS (AID 430); HPDE-C7 pancreatic duct cells viability, fluorescence; higher % means a stronger effect; cytotoxicity, % at 10 µM, or EC50 in µM where a hit was titrated; 63,000 tested, 1.8% active;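 further: cells exposed to compound for 48 hours before viability readout; 0% = vehicle and 100% = reference cytotoxic drug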
Alkaline phosphatase = human TNAP enzyme inhibitors, biochemical, luminescent (AID 518); inhibition, % at 20 µM; hits with a dose series show IC50 in µM; purified TNAP enzyme, luminescent substrate readout; higher % means a stronger effect; 64,000 tested, 0.09% active; in the data active means a potency from the dose series; inactive means the rest, 99 in 100 with inhibition below about 22%;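 further: plate controls were vehicle for no effect and reference inhibitor for full effect; many of its hits are not listed in these tables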
HPDE-C7K KRASV12 = cytotoxicity in KRAS-transformed pancreatic duct cells, primary screen, cell-based, fluorescence, HTS (AID 431). HPDE-C7K KRASV12 cells, Alamar Blue viability, 48 h; higher % means a stronger effect. 63,000 tested, 1.7% active. one-dose cytotoxicity, % at 10 µM; EC50 in µM for titrated hits;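 active means compounds whose percent cytotoxicity in the single-dose primary screen, scaled between solvent and toxic-drug controls, exceeds 50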;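 further: 0% = DMSO solvent wells and 100% = doxorubicin-treated wells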
HT1080 cytotoxicity = cytotoxicity in HT1080 fibrosarcoma cells, cell-based, fluorescence readout (AID 620); HT1080 viability, fluorescence; higher % means a stronger effect; one-dose cytotoxicity, % at 10 µM; EC50 in µM for titrated hits; 87,000 tested, 0.42% active;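 further: cells exposed to compound overnight then 4 h with Alamar Blue; 0% = vehicle DMSO and 100% = killing control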
Spn MK inh = S. pneumoniae mevalonate kinase inhibition; purified MK, PK/LDH-coupled NADH absorbance 340 nm; inhibition, % at 10 µM; 65,000 tested, 0.48% active;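 active means ranked among the strongest by inhibition in the single 10 µM screen, a fixed top-ranked set picked for dose follow-up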; further: no value below 0 was filed
DPM-DC inhibit = S. pneumoniae DPM-DC inhibition; 65,000 tested, 0.49% active; purified DPM-DC, PK/LDH coupled NADH fluorescence; calls only at 10 µM;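 active means the 320 compounds with the highest percent inhibition in the single-dose primary screen, excluding strongly autofluorescent ones, cut at about 32% in these data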;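 further: kinetic rate of NADH fluorescence loss reporting ADP formed by the decarboxylase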
Bfl-1 inhibitors = displacement of Bid BH3 peptide from Bfl-1 – biochemical, fluorescence polarization, FITC-Bid, mouse, primary screen (AID 432); FITC-Bid BH3 peptide fluorescence polarization displacement; higher % means a stronger effect; displacement, % at 20 µM; hits with a dose series show IC50 in µM; 64,000 tested, 0.02% active; in the data active means a potency from the dose series; inactive means the rest, 99 in 100 with displacement below about 15%; further: strong numbers were not always called active
PMK inhibit pilot replicates = second read-out of PMK inhibit, no call of its own (marks repeat the call); inhibition, %; measured here: pilot screen replicates
Spn MK inh pilot replicates = also measured in Spn MK inh; calls as there; inhibition, %; measured here: pilot screen replicates
DPM-DC inhibit pilot screen % = second read-out of DPM-DC inhibit, no call of its own (marks repeat the call); inhibition, %; measured here: pilot screen trials
* = called active by the depositor; i = inactive; nt = no result given. Unless noted, no stated cut-off is given here; in the data, active means cytotoxicity above about 50%; inactive means the rest.

SMILES | LYP inhibition | PMK inhibit | HPDE-C7 cytotoxicity | Alkaline phosphatase | HPDE-C7K KRASV12 | HT1080 cytotoxicity | Spn MK inh | DPM-DC inhibit | Bfl-1 inhibitors | others
NC1CCCCC1N=Cc1c(O)n(CCc2ccc(F)cc2)c(=O)[nH]c1=O (stereo not drawn) | 10% | 14 | -6% | 17% | 3% | 3% | 8 | i | 1%
CCc1ccc(CNC(=O)CN2C(=O)COc3ccccc32)cc1 | 17% | 2 | -20% | 0% | -8% | 4% | 0 | i | 5%
C=CCn1c(NC(=O)c2ccco2)c(S(=O)(=O)c2ccccc2)c2nc3ccccc3nc21 | nt | 4 | nt | 4% | nt | -6% | 4 | nt | 5%
O=C(C1CCN(C2CC(=O)N(c3cccc(Cl)c3)C2=O)CC1)N1CCCCCC1 (stereo not drawn) | 6% | 0 | -19% | 2% | -27% | 2% | 7 | i | 1%
CCC1(C)Cc2c(sc3c2c(=O)n(C)c2nnc(SCC(=O)c4ccccc4)n32)CO1 (stereo not drawn) | nt | 12 | 34% | 8% | 24% | -1% | 8 | i | -4%
O=C(OCC(F)(F)C(F)F)c1ccccc1C(=O)Oc1ccc(F)cc1F | nt | 14 | -19% | 11% | -22% | -11% | 5 | i | -9%
CC1Cc2cc(/C(O)=C3/C(=O)C(=O)N(CCCN(C)C)C3c3ccncc3)ccc2O1 (stereo not drawn) | 8% | 5 | -15% | -6% | -17% | 1% | 6 | i | -7%
CCC12CN(C(=O)c3ccc(OC)cc3)CC(CC)(CN(C(=O)c3ccc(OC)cc3)C1)C2=O | 10% | 5 | -16% | 7% | -19% | 4% | nt | i | -4%
CCCN1C(=O)NC2(O)C(=O)c3ccccc3C12O (stereo not drawn) | nt | 7 | 4% | 3% | 1% | -3% | 0 | i | -2%
CC(C)NC(=O)c1ccccc1NC(=O)CN(c1ccc2c(c1)OCO2)S(C)(=O)=O | 8% | 1 | -5% | 0% | 1% | 6% | 1 | i | -8%
CS(=O)(=O)N1CCCC(C(=O)NCCCN2CCN(Cc3ccccc3)CC2)C1 (stereo not drawn) | 3% | 18 | 1% | 10% | -7% | 9% | 0 | i | 1%
O=C(O)c1ccc(N2CCCCCC2)c(N2C(=O)c3ccccc3C2=O)c1 | 11% | 16 | -8% | 12% | 5% | 4% | 5 | i | -2%
CCN(CC)S(=O)(=O)c1ccc(S(=O)(=O)N2CCN(CCC#N)CC2)cc1 | 10% | 0 | 20% | 5% | -5% | -2% | 0 | i | -9%
CCOC(=O)CSc1nnc(-c2ccncc2)o1 | 12% | 3 | 6% | 3% | -5% | 1% | 1 | i | -5%
COCCN(CCOC)C(=O)c1cc2c(=O)n3ccccc3nc2s1 | 11% | 20 | 2% | 15% | -4% | -2% | 3 | nt | -2%
CC1CC(C)CN(c2ncnc3c2cnn3-c2ccc(Cl)cc2)C1 (stereo not drawn) | nt | 0 | 2% | 18% | -6% | -16% | 1 | i | -10% | PMK inhibit pilot replicates=0.0;Spn MK inh pilot replicates=3.5;DPM-DC inhibit pilot screen %=0.0
CCOC(=O)C1CCCN(C(=O)CCC(=O)Nc2ccc3nc(N4CCOCC4)cc(C)c3c2)C1 (stereo not drawn) | 8% | 10 | 10% | -4% | 3% | 5% | 8 | nt | -12%
O=C(CSc1nnnn1-c1ccc(Cl)cc1)NC(=O)Nc1ccc2c(c1)OCCO2 | 4% | 16 | -15% | 13% | 4% | -4% | 4 | i | -6% | PMK inhibit pilot replicates=0.0;Spn MK inh pilot replicates=0.0;DPM-DC inhibit pilot screen %=1.5
CCC(CO)n1cnnc1-c1ccncc1 (stereo not drawn) | 14% | 18 | -15% | -3% | -6% | 10% | 3 | i | 0%
COc1ccc(-c2cc(C(F)(F)F)nc(N3CCOCC3)n2)cc1OC | 4% | 0 | -4% | 5% | -6% | -8% | 11 | i | -1%
CC1(C)CC(=O)c2cc(C(=O)Nn3cnnc3)c(=O)n(-c3ccccc3)c2C1 | 4% | 0 | nt | -6% | nt | nt | 3 | i | 1%
CCOc1ccc(-c2nnn(CC(=O)NCc3ccc(OC)cc3)n2)cc1OCC | 3% | 0 | -15% | 7% | -15% | 1% | 8 | i | -2%
COCCCNc1nc(=S)[nH]c2cc(OC)c(OC)cc12 | -3% | 0 | -10% | 8% | -15% | 20% | 10 | i | 11%
NC(=O)CCS(=O)(=O)CCN1CCCCC1 | 8% | 0 | -3% | 0% | 7% | 6% | 10 | i | 3% | PMK inhibit pilot replicates=0.0;Spn MK inh pilot replicates=2.0;DPM-DC inhibit pilot screen %=0.0
CC(=O)N1CCc2cc(S(=O)(=O)CCC(=O)N3CCN(c4ccccn4)CC3)ccc21 | 0% | 8 | -9% | 7% | 8% | 16% | 24 | i | -4% | PMK inhibit pilot replicates=0.0;Spn MK inh pilot replicates=2.0;DPM-DC inhibit pilot screen %=0.0
C=CCC1(O)C(=O)Nc2ccccc21 (stereo not drawn) | 14% | 10 | -24% | 15% | -20% | 17% | 7 | i | -7% | PMK inhibit pilot replicates=0.5;Spn MK inh pilot replicates=0.0;DPM-DC inhibit pilot screen %=0.0
CCC(CC)C1C(C#N)=C(N)Oc2n[nH]c(C)c21 (stereo not drawn) | -1% | 3 | 12% | 20% | 57%* | 26% | 11 | i | 4% | PMK inhibit pilot replicates=1.0;Spn MK inh pilot replicates=0.0;DPM-DC inhibit pilot screen %=0.0
CC(C)CSc1nc2ccccc2n1CC(N)=O | nt | 0 | -14% | 15% | -2% | 7% | 7 | i | 11% | PMK inhibit pilot replicates=1.0;Spn MK inh pilot replicates=1.0;DPM-DC inhibit pilot screen %=0.0
O=C(O)C1C2C=CC(C2)C1C(=O)N1CCc2ccccc21 (stereo not drawn) | nt | 2 | 6% | 5% | 6% | 2% | 10 | i | -4%
CN(C)S(=O)(=O)c1ccc(C(=O)OCc2ccc(C#N)cc2)cc1 | nt | 8 | -1% | 4% | -1% | 0% | 3 | i | 0%
O=C(C1CC1)N1CCc2cc(Br)cc(S(=O)(=O)N3CCOCC3)c21 | -4% | 14 | -4% | 9% | 4% | -9% | 1 | i | 4% | PMK inhibit pilot replicates=1.0;Spn MK inh pilot replicates=0.0;DPM-DC inhibit pilot screen %=0.0
COc1ccc(OCC(O)COc2ccc(OC)cc2)cc1 | 7% | 0 | 5% | 8% | 0% | 0% | 8 | i | -3%
COC(=O)c1cccc(NC2CC(=O)N(c3ccc(OC)c(OC)c3)C2=O)c1 (stereo not drawn) | 8% | 13 | -1% | 11% | 4% | 3% | 4 | i | 4%
O=C1c2ccccc2NC(c2ccccc2)N1c1ccc(O)cc1 (stereo not drawn) | -17% | 13 | -2% | 2% | 0% | 0% | 13 | i | 0%
COc1ccccc1C(=O)NCCn1ccc2ccccc21 | -5% | 8 | 0% | 6% | -1% | -7% | 8 | i | 4%
CC1CN(c2ccccc2)C(=O)CS1 (stereo not drawn) | 6% | 0 | nt | 2% | nt | 8% | 6 | i | -5%
COc1cc2c(cc1OC)C1=C(C#N)CC/C(=N\S(=O)(=O)c3ccccc3)N1CC2 | 3% | 8 | -3% | 1% | 1% | 6% | 9 | i | -2%
CCCN(C(=O)c1cccs1)c1nnc(-c2ccncc2)s1 | nt | 23 | -8% | 9% | 5% | -2% | 0 | i | -3%
Cc1ccnc(Nc2nc3ccccc3o2)n1 | 1% | 2 | -11% | -18% | -9% | nt | 3 | i | -3%
CC1=CC(C)(C)N2C(=O)C3(C(C#N)=C(N)OC4=C3C(=O)CC(C)(C)C4)c3cccc1c32 (stereo not drawn) | 7% | 11 | -3% | 1% | -1% | 0% | 7 | i | -4%
Cc1ccc(N(CC(=O)Nc2ccc3c(c2)OCCO3)S(=O)(=O)c2c(C)n[nH]c2C)cc1 | nt | 8 | 12% | 0% | 10% | 0% | 3 | i | 2%
COc1nonc1NC(=O)CSc1nc2ccccc2[nH]1 | -2% | 14 | -15% | -4% | -31% | -19% | 14 | i | -5%
CCN(CC)CCCNC(=O)c1cc(-c2cccc(Cl)c2)on1 | 1% | 18 | -11% | -3% | -7% | -5% | 3 | i | -10%
CSCCC(NC(=O)OC(C)(C)C)C(=O)NC(CC(C)C)C(N)=O (stereo not drawn) | 12% | 11 | -35% | 13% | -26% | -9% | 0 | i | 0% | PMK inhibit pilot replicates=1.0;Spn MK inh pilot replicates=2.0;DPM-DC inhibit pilot screen %=0.0
CN1CC(=O)N(CC(=O)NCCc2ccc(F)cc2)c2ccccc2C1=O | nt | 10 | -6% | 0% | 3% | -2% | 7 | i | -2% | PMK inhibit pilot replicates=1.5;Spn MK inh pilot replicates=0.0;DPM-DC inhibit pilot screen %=0.0
COc1ccc(-c2cc(C(=O)N3CCOCC3)c3cc(C)ccc3n2)cc1 | 20% | 0 | -1% | 1% | 1% | 1% | 2 | nt | 0%
C=CCn1c(COc2cccc(C)c2)nnc1SCC(=O)NC(=O)NCc1ccco1 | 10% | 17 | -7% | 12% | -10% | -4% | 3 | i | 4% | PMK inhibit pilot replicates=0.0;Spn MK inh pilot replicates=0.0;DPM-DC inhibit pilot screen %=0.5
CC1CCCCN1c1nnc(N)s1 (stereo not drawn) | 3% | 11 | -20% | -2% | -17% | 2% | 0 | i | -4%
CC1(C)Cc2cccc(OCC(=O)Nc3cccnc3)c2O1 | nt | 22 | -4% | 9% | -3% | -2% | 0 | i | 0%
CC1CCOC2(O1)C(=O)N(CN1CCN(c3ccccc3F)CC1)c1ccccc12 (stereo not drawn) | 1% | 16 | 7% | -10% | 12% | 1% | 3 | i | -2%

Further structures follow:
SMILES | LYP inhibition | PMK inhibit | HPDE-C7 cytotoxicity | Alkaline phosphatase | HPDE-C7K KRASV12 | HT1080 cytotoxicity | Spn MK inh | DPM-DC inhibit | Bfl-1 inhibitors | others
O=C(Nc1ccccc1C(=O)OCC(=O)N1CCc2ccccc2C1)c1ccco1 | 6% | 0 | -14% | 6% | -13% | 2% | 0 | i | -4%
COc1ccc2nc(Nc3ccc4c(c3)OCO4)sc2c1 | 7% | 6 | 3% | -4% | 5% | 13% | 7 | i | -9%
O=C1C(=O)N(CCOCCO)C(c2ccccn2)/C1=C(\O)c1ccccc1 (stereo not drawn) | nt | 13 | -19% | 12% | -30% | -4% | 0 | i | -10%
Cn1nnc2cc(C(=O)NCc3ccc4c(c3)OCO4)ccc21 | 4% | 14 | -3% | 3% | -4% | 6% | 0 | i | 9%
O=S(=O)(c1ccc(F)c2ccccc12)N1CCCCC1 | 2% | 12 | -14% | 3% | 1% | -17% | 11 | i | 13%
CCOC(=O)c1c(NC(=O)Cn2c(=O)oc3ccccc32)oc(C)c1C(C)=O | 5% | 10 | 9% | 10% | 5% | 8% | 5 | i | -2% | PMK inhibit pilot replicates=1.0;Spn MK inh pilot replicates=0.0;DPM-DC inhibit pilot screen %=2.0
COc1ccc(OCC(=O)OCCN(C)C)cc1 | 6% | 4 | -3% | 10% | -5% | -4% | 0 | i | -4%
